West Nile antiviral = West Nile virus antiviral activity, cell-based, CPE readout (AID 1621). West Nile virus-infected cells, CPE inhibition; higher % means a stronger effect. one-dose CPE inhibition, % at 10 µM; IC50 in µM for titrated hits. 290,000 compounds, 0.02% hits; in the data active = a potency from the dose series; also: strong numbers were not always called active
SV40 large T antigen = TAg ATPase/helicase activity blockers – biochemical (AID 1903); SV40 large T antigen ATPase/helicase inhibition assay; higher % means a stronger effect; inhibition, % at 20 µM; hits with a dose series show IC50 in µM; 310,000 compounds, 0.39% hits; in the data active = a potency from the dose series; also: strong numbers were not always called active
bCat nuc transl = beta-catenin nuclear translocation modulation; 190,000 compounds, 0.3% hits; nuclear translocation activity, % at 5 µM; HeLa beta-catenin nuclear translocation, immunofluorescence imaging; AID 1665;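 active = nuclear translocation activity above 50% at 5 µM, with a well cell count of 50 or more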;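 also: per-cell ratio of nuclear to cytoplasmic median beta-catenin stain intensity; plate controls were DMSO negative control for no effect and GSK-3 inhibitor IX positive control for full effect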
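Test system: HeLa cells, endogenous beta-catenin; Compound: single 5 µM dose plus 0.02–20 µM confirmation series; Times: compound exposure 24 h at 37°C; Signal: fluorescence imaging of beta-catenin antibody stain plus DAPI; Read-out: % activation, nuclear-to-cytoplasmic median beta-catenin signal ratio per cell.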
Myeloid diff MLP = promotes myeloid progenitor differentiation | ER-HoxA9 myeloid progenitors, lysozyme-GFP differentiation, flow cytometry | 360,000 compounds, 1% hits | calls only at 10 µM | AID 624256;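 active = normalized GFP-positive differentiation at or above the plate's own cutoff, the solvent-only control mean plus 3 SD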;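 also: cells exposed to compound for four days before flow analysis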
MgcRacGAP inhibition = MgcRacGAP GTPase-activating activity inhibitors, confirmation, biochemical, ADP Hunter fluorescence; MgcRacGAP-stimulated Rac1 GTP hydrolysis, ADP Hunter fluorescence; higher % means a stronger effect; GST-tagged Rac1 F28L mutant substrate; one-dose inhibition, % at 30 µM; IC50 in µM for titrated hits; 340,000 compounds, 0.6% hits;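 active = first-screen hits whose inhibition reached a set limit at any dose in the follow-up dose series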;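 also: fluorescence reports GDP produced by GAP-driven GTP hydrolysis; strong numbers were not always called active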
T cell HTS = T cell immune modulation candidate | 2C CD8+ T cell-vesicle binding, flow cytometry; active compounds read low | calls only at 7 µM | 330,000 compounds, 0.068% hits | AID 2052;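 active = response, share of CD8 T cells binding vesicles, and their 90th percentile fluorescence all below set limits, cut at about 80% in these data, passing the limit was not always enough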
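incubation = binding step 1.5 h, 37 °C, antibody labelling 20 min, ice | test system = 2C mouse CD8+ T cells | read-out basis = percent CD8+ FL2 mean versus row control | controls = Peptide-free naked vesicles (low) and QL9 vesicles with 0.7% DMSO vehicle (high) | detection = flow cytometry of vesicle-bound cells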
WT yeast gro inh = growth inhibition of WT yeast, mitochondrial fusion screen; mitochondrial fusion phenotypic screen, WT strain; inhibition, % at 10 µM; 190,000 compounds, 2.1% hits; AID 1362; in the data active = inhibition above about 58%; tested in S. cerevisiae
Salmonella PhoP GFP = inhibitors of PhoP regulon expression, primary screen, Salmonella Typhimurium, GFP reporter (AID 1863); S. Typhimurium PhoP-regulated promoter GFP reporter, 4 h; higher % means a stronger effect; one-dose inhibition, % at 50 µM; IC50 in µM for titrated hits; 300,000 compounds, 0.16% hits;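 active = inhibition over 29.93%, a cutoff 3 SD above the screen mean, later confirmed by dose response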;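 also: 0% = low Mg2+ inducing control and 100% = high Mg2+ repressing control; strong numbers were not always called active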
RSV CPE inhibition = RSV antiviral activity via CPE protection, HEp-2 cells, primary 10 µM value included (AID 2391); HEp-2 cells, RSV-induced CPE inhibition; higher % means a stronger effect; CPE inhibition, % at 10 µM, or IC50 in µM where a hit was titrated; 310,000 compounds, 0.13% hits; in the data active = a potency from the dose series; also: strong numbers were not always called active
WT yeast gro inh mutant strain = also measured in WT yeast gro inh; calls as there; inhibition, %; mitochondrial fusion phenotypic screen, mutant strain inhibition
bCat nuc transl cell count 5 µM = also measured in bCat nuc transl; calls as there; cell count; measured here: cell count, cytotoxicity flag
T cell HTS vesicle-bound % = also measured in T cell HTS; calls as there; double positive events, %; measured here: CD8+ vesicle-bound cell fraction;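 binding gate set so that unloaded-vesicle control wells show 10% double positive cells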
Myeloid diff MLP GFP+ MAC1+ % = also measured in Myeloid diff MLP; calls as there; GFP+ MAC1+ double positive, %; measured here: differentiation confirmed by MAC1 staining
Active calls of the source: *; i = inactive; . = no result given; + = active, no number.

The opening 2 entries, to show the layout:
SMILES	West Nile antiviral	SV40 large T antigen	bCat nuc transl	bCat nuc transl cell count 5 µM	Myeloid diff MLP	Myeloid diff MLP GFP+ MAC1+ %	MgcRacGAP inhibition	T cell HTS	T cell HTS vesicle-bound %	WT yeast gro inh	WT yeast gro inh mutant strain	Salmonella PhoP GFP	RSV CPE inhibition
CCCC(C)NC(=O)COc1ccc(S(=O)(=O)N2CCCC2)cc1 (stereo unspecified)	1.9%	23%	0.2	1425	i	0.7	-4%	i	46	-1	0	6%	1.8%
O=C(C[n+]1cccc2ccccc21)c1ccc(Cl)cc1	-1.0%	29%	.	.	i	0.9	2%	i	46	.	.	2%	0.7%

Main list (from the top)
SMILES	West Nile antiviral	SV40 large T antigen	bCat nuc transl	bCat nuc transl cell count 5 µM	Myeloid diff MLP	Myeloid diff MLP GFP+ MAC1+ %	MgcRacGAP inhibition	T cell HTS	T cell HTS vesicle-bound %	WT yeast gro inh	WT yeast gro inh mutant strain	Salmonella PhoP GFP	RSV CPE inhibition
CCCC(C)NC(=O)COc1ccc(S(=O)(=O)N2CCCC2)cc1 (stereo unspecified)	1.9%	23%	0.2	1425	i	0.7	-4%	i	46	-1	0	6%	1.8%
O=C(C[n+]1cccc2ccccc21)c1ccc(Cl)cc1	-1.0%	29%	.	.	i	0.9	2%	i	46	.	.	2%	0.7%
NC(=O)c1oc2ccccc2c1NC(=O)CS(=O)(=O)c1ccccc1	0.1%	5%	.	.	i	12	-2%	i	34	.	.	2%	0.4%
CCN(CC)c1nc2c(c(=O)[nH]c(=O)n2C)n1CCOc1ccccc1	-1.0%	8%	.	.	i	0.5	7%	i	42	.	.	-4%	0.7%
COC(=O)c1ccc(N2CCc3ccccc32)c([N+](=O)[O-])c1	-1.4%	0%	.	.	i	0.1	15%	i	25	.	.	11%	10%
Cc1ccc(-c2nc(NCC3CCCO3)sc2C)cc1 (stereo unspecified)	-1.3%	12%	-2.6	1204	i	0.4	4%	i	53	30	-1	-5%	0.4%
COc1ccccc1CNc1n[nH]c(NCc2ccccc2OC)n1	-0.3%	6%	-1.5	1060	i	1.3	7%	i	54	-6	-5	8%	1.7%
O=C(NC1CC1)c1scc2c1OCCO2	0.8%	-4%	-2.8	993	i	0.3	1%	i	45	9	9	15%	2.0%
COc1ccc(Nc2nc(NCC3CCCO3)nc(N)c2[N+](=O)[O-])cc1 (stereo unspecified)	1.0%	6%	-2.4	1053	i	0.8	3%	i	29	.	.	-5%	1.5%
Cc1ccc(-n2[nH]c(C)c(C=Nc3ccc(S(=O)(=O)Nc4nccs4)cc3)c2=O)cc1C	-0.7%	8%	-1.2	943	i	0.6	4%	i	48	43	46	-13%	-0.3%
O=C(NC(=S)NCc1ccc(F)cc1)c1ccccc1	-0.8%	4%	-1.4	556	i	0.8	3%	i	46	54	40	4%	2.6%
CCCCn1c(-c2cccnc2)n[nH]c1=S	-0.6%	1%	-1.4	1155	i	0.4	12%	i	26	17	0	26%	-0.3%
Cn1nnc(NC(=S)NC(=O)c2cccc3c(Br)cccc23)n1	-0.6%	1%	.	.	i	1.2	9%	i	21	.	.	-4%	1.9%
CCOC(=O)C(C)Sc1nnc(CNC(=O)c2ccc(OC)cc2)n1C1CCCCC1 (stereo unspecified)	-0.3%	-2%	-1.9	1322	i	1.2	-1%	i	57	5	15	-7%	0.7%
O=C(COC(=O)c1ccc(Br)o1)NCC(=O)Nc1ccc(F)cc1	.	.	.	.	i	1.0	6%	i	20	.	.	.	0.3%
Cc1ccc2[nH]c(C(F)(F)F)cc(=O)c2c1	-0.7%	3%	-1.3	1305	i	0.3	-6%	i	30	.	.	-15%	.
COc1ccc(NC(=O)N2CCCc3ccccc32)cc1OC	-0.1%	8%	.	.	i	0.2	7%	i	24	.	.	-4%	0.9%
O=C(NCCN1CCOCC1)c1ccc(CS(=O)(=O)c2c(Cl)cccc2Cl)o1	-0.3%	5%	0.2	1161	i	8.6	-17%	.	.	11	1	11%	0.9%
CC(=O)CCc1ccccc1	.	.	.	.	i	3.3	4%	i	8	.	.	.	3.3%
Cc1c(C2C(C#N)=C(N)N(c3cccc([N+](=O)[O-])c3)C3=C2C(=O)CCC3)cnn1C (stereo unspecified)	-0.3%	8%	-0.3	988	.	.	.	i	55	1	7	-7%	2.4%
Cc1ccc(C)c(OCc2cc(C(=O)N3CCN(c4cnccn4)CC3)no2)c1	-1.1%	5%	.	.	i	0.5	7%	i	66	.	.	4%	9.6%
Cc1ccc(/C=N/NS(=O)(=O)c2ccc([N+](=O)[O-])cc2)o1	-0.4%	31%	-2.6	506	i	0.4	8%	i	43	8	13	1%	1.1%
Clc1ccc2nnc(Cl)n2n1	-0.5%	9%	0.6	1057	+	0.4*	4%	i	45	0	13	-3%	-0.2%
COc1ccc(-c2csc(N(CCCN(C)C)C(=O)c3cc(OC)c(OC)c(OC)c3)n2)cc1	1.0%	5%	.	.	i	0.7	4%	i	66	.	.	2%	-0.5%
NC(=O)c1c(NC(=O)c2ccc(N3C(=O)CCC3=O)cc2)sc2c1CCCC2	.	.	.	.	i	0.9	4%	i	19	.	.	.	-0.2%
COc1ccc(NCC(=O)Nc2ccc(Br)cc2F)c(OC)c1	0.9%	22%	0.1	1156	i	1.4	24%	i	45	.	.	-1%	-0.6%
O=C(O)CNS(=O)(=O)c1ccc(F)cc1	0.3%	10%	.	.	i	1.4	3%	i	58	1	0	1%	0.7%
C=CCN1C=C2C(=O)C(C)(OC(=O)c3ccc(OC)cc3)C(=O)C(c3ccco3)=C2C=C1CCCC (stereo unspecified)	0.3%	21%	-0.3	1172	i	2.5	3%	i	21	.	.	-6%	-0.3%
COc1cc(O)c(C(CCN2CCOCC2)c2ccc3c(c2)OCO3)c(OC)c1 (stereo unspecified)	-0.8%	4%	-0.9	1218	i	1.6	3%	i	23	.	.	-3%	1.4%
Cc1cccc(C(=O)Nc2ccnc(-c3cccnc3)n2)c1	1.2%	13%	-6.7	1069	i	0.5	5%	i	43	2	-9	-7%	-0.1%
S=C(c1ccc(-c2ccccc2)cc1)N1CCOCC1	-0.7%	6%	.	.	i	0.4	6%	i	23	.	.	-2%	3.2%
COc1cc(/C=C(\C#N)c2nc3ccccc3[nH]2)cc(Br)c1OCc1ccc(F)cc1	0.3%	-1%	1.4	1319	i	0.7	7%	i	52	1	4	-10%	-1.2%
COC(=O)c1c(C(=O)OC)c(C)n(Cc2cccnc2)c1C	0.4%	17%	1.3	1113	i	0.3	2%	i	50	3	7	0%	0.4%
Cc1nc2c3ccccc3[nH]c(=O)n2n1	-0.6%	1%	-2.1	1282	i	0.3	12%	i	31	1	14	17%	1.5%
CSCC[C@H](NC(=O)NCCC1=CCCCC1)C(=O)O	0.4%	6%	0.5	621	i	1.2	14%	i	61	-7	-15	-2%	0.3%
Nc1c(-c2ccccc2)c(CN2CCOCC2)nn1-c1ccc(F)cc1	-0.2%	46%	-0.4	1061	i	0.1	3%	i	40	15	0	10%	0.3%
COc1ccc(C2CC(c3ccccc3)=NN2S(=O)(=O)c2ccccc2)c(OC)c1 (stereo unspecified)	-0.1%	18%	1.6	584	i	0.7	6%	i	38	20	7	-5%	5.5%
O=C(CCCn1c(=O)[nH]c2cc(Cl)ccc2c1=O)NC1CCCCCC1	-1.3%	4%	.	.	i	0.9	-7%	i	12	-5	-3	-4%	1.1%
O=C(c1cccs1)N(Cc1ccc(F)cc1)C1CCS(=O)(=O)C1 (stereo unspecified)	-0.8%	0%	.	.	i	2.5	7%	i	74	.	.	0%	1.7%
O=C(NCCCN1CCCC1=O)C1CCN(S(=O)(=O)c2cccc(Cl)c2Cl)CC1	.	.	.	.	i	0.7	2%	i	25	.	.	.	0.2%
CC(C)Nc1nnc(Sc2ccc(Cl)cc2[N+](=O)[O-])s1	.	7%	.	.	i	0.3	0%	i	36	0	-2	-8%	8.6%
CCOC(=O)c1ccc(NC(=O)CCC(=O)OC)cc1	0.2%	12%	-1.7	1019	i	1.0	2%	i	56	9	1	1%	0.8%
CCc1ccc(NC(=O)N(CCN2CCOCC2)Cc2ccc3c(c2)CCCN3CC)cc1	0.0%	7%	.	.	i	0.5	7%	i	31	-23	-1	11%	11%

Ten entries from above, bar-delimited.
SMILES | West Nile antiviral | SV40 large T antigen | bCat nuc transl | bCat nuc transl cell count 5 µM | Myeloid diff MLP | Myeloid diff MLP GFP+ MAC1+ % | MgcRacGAP inhibition | T cell HTS | T cell HTS vesicle-bound % | WT yeast gro inh | WT yeast gro inh mutant strain | Salmonella PhoP GFP | RSV CPE inhibition
COC(=O)c1c(C(=O)OC)c(C)n(Cc2cccnc2)c1C | 0.4% | 17% | 1.3 | 1113 | i | 0.3 | 2% | i | 50 | 3 | 7 | 0% | 0.4%
Cc1nc2c3ccccc3[nH]c(=O)n2n1 | -0.6% | 1% | -2.1 | 1282 | i | 0.3 | 12% | i | 31 | 1 | 14 | 17% | 1.5%
CSCC[C@H](NC(=O)NCCC1=CCCCC1)C(=O)O | 0.4% | 6% | 0.5 | 621 | i | 1.2 | 14% | i | 61 | -7 | -15 | -2% | 0.3%
Nc1c(-c2ccccc2)c(CN2CCOCC2)nn1-c1ccc(F)cc1 | -0.2% | 46% | -0.4 | 1061 | i | 0.1 | 3% | i | 40 | 15 | 0 | 10% | 0.3%
COc1ccc(C2CC(c3ccccc3)=NN2S(=O)(=O)c2ccccc2)c(OC)c1 (stereo unspecified) | -0.1% | 18% | 1.6 | 584 | i | 0.7 | 6% | i | 38 | 20 | 7 | -5% | 5.5%
O=C(CCCn1c(=O)[nH]c2cc(Cl)ccc2c1=O)NC1CCCCCC1 | -1.3% | 4% | . | . | i | 0.9 | -7% | i | 12 | -5 | -3 | -4% | 1.1%
O=C(c1cccs1)N(Cc1ccc(F)cc1)C1CCS(=O)(=O)C1 (stereo unspecified) | -0.8% | 0% | . | . | i | 2.5 | 7% | i | 74 | . | . | 0% | 1.7%
O=C(NCCCN1CCCC1=O)C1CCN(S(=O)(=O)c2cccc(Cl)c2Cl)CC1 | . | . | . | . | i | 0.7 | 2% | i | 25 | . | . | . | 0.2%
CC(C)Nc1nnc(Sc2ccc(Cl)cc2[N+](=O)[O-])s1 | . | 7% | . | . | i | 0.3 | 0% | i | 36 | 0 | -2 | -8% | 8.6%
CCOC(=O)c1ccc(NC(=O)CCC(=O)OC)cc1 | 0.2% | 12% | -1.7 | 1019 | i | 1.0 | 2% | i | 56 | 9 | 1 | 1% | 0.8%
